# Cycloheximide cs: affects cycloheximide protein synthesis inhibition readout, counter-screen. cell reporter, cycloheximide protein synthesis inhibition counterscreen. max response, %. actives 12% (n = 300,000). AID 2314; in the data active = max response mostly above about 13%, no sharp cut-off; inactive = mostly below about 14%; also: read at 38.3 µM for the half of the compounds with a filed dose; 0% is about no effect
# Giardia FBPA inh: inhibitors of Giardia lamblia fructose-1,6-bisphosphate aldolase; A8B2U2; purified Giardia FBPA; Potency, µM (series often up to 59.6 µM), without a hit: at the highest dose activity, negative = inhibition, actives largely listed as inhibitors; actives 0.71% (n = 290,000); also: potency is read from the fitted curve at half-maximal effect; % is scaled to controls: 0 for no effect and ±100 for the full control effect; nearly all actives have a fitted effect of over 55% in size
# Target sequence (A8B2U2 whole entry, looked up): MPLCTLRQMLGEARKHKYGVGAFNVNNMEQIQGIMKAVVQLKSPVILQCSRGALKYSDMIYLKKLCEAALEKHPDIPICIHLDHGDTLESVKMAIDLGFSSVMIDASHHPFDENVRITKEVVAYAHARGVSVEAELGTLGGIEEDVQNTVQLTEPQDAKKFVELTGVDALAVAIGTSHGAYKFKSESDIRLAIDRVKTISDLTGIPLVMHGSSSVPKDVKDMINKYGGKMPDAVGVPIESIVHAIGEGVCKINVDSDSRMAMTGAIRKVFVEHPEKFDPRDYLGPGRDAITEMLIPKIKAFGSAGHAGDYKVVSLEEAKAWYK
#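 40 nM FBPA preincubated 10 min at RT with compound (up to 57.5 uM final), then substrate plus GAPDH/TPI/NAD/arsenate coupling and diaphorase/resazurin added. Fluorescence read after 20 min at RT, 525/598 nm.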
# Pf growth 96h: P. falciparum growth inhibition at 96 hours; actives 6.9% (n = 320,000); AID 504834; P. falciparum luciferase reporter growth, 96 h; Potency, µM (highest dose often 28.7 µM), for inactives: at the highest dose activity change, negative = inhibition, actives largely listed as inhibitors; also: potency is read from the fitted curve at half-maximal effect; % is scaled to controls: 0 for no effect and ±100 for the full control effect
#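 Readout is luminescence from an integrated firefly luciferase in P. falciparum. Red cells, 2% hematocrit and 0.05% parasitemia final, were cultured with compound through two parasite generations (96 hours) at 37 C, 5% CO2.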
# Pf growth 48h: inhibits P. falciparum growth in the first generation, 48 h. P. falciparum luciferase growth in erythrocytes, 48 h. Potency, µM (series often up to 28.7 µM), for inactives: at the top dose activity change, negative = inhibition, most hits filed as inhibitors. actives 5.9% (n = 310,000); also: potency is read from the fitted curve at half-maximal effect; % is scaled to controls: 0 for no effect and ±100 for the full control effect
#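 Luminescence readout; reporter = integrated firefly luciferase in P. falciparum. RBC culture at 2% hematocrit, 0.1% parasitemia final, 37 C/5% CO2; decreased signal taken as growth inhibition.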
# HCV inhibitor: inhibitors of hepatitis C virus infection. actives 3.4% (n = 340,000). Huh7.5.1 HCVcc-Cre infection, luciferase reporter, 44 h. Potency, µM (titrated, usually from 41.8 µM), for inactives: at the top dose activity change, negative = inhibition, most hits filed as inhibitors; also: potency is read from the fitted curve at half-maximal effect; % is scaled to controls: 0 for no effect and ±100 for the full control effect
#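 A cell-based infection assay in which seeded cells (1,000 per well) receive test compound after 4 h, are inoculated with HCVcc-Cre at approximately 0.5 moi, and are incubated 44 h before luminescence detection.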
# Shiga inhibitor: Shiga toxin inhibition; Vero cells, Shiga toxin protein synthesis inhibition reporter; inhibition, % at 38.7 µM; actives 9.2% (n = 290,000); AID 2315; in the data active = inhibition mostly above about 28%, no sharp cut-off; inactive = mostly below about 43%; also: 0% is about no effect
# * = called active by the depositor; ? = inconclusive; . = no result given; [ ] = remark or other dose. Unless noted, calls follow the shape of the dose curve; as a rule, active = well fitted curve in the direction sought with a large enough effect; inconclusive = small, poorly fitted or top-dose-only effect, or another doubt; inactive = no such curve, though single readings can be large; an effect the other way counts as inactive or inconclusive.
SMILES,Cycloheximide cs,Giardia FBPA inh,Pf growth 96h,Pf growth 48h,HCV inhibitor,Shiga inhibitor
Cc1ccc(C)c(NC(=O)Cc2nc(CCl)cs2)c1,-2,-7%,?,15µM*,-3%,4
Cc1nc(C)c(C(=O)NNS(=O)(=O)c2ccc3ccccc3c2)s1,-1,0%,28%,8%,13µM*,-12
O=C1c2cccc3cccc(c23)C(=O)N1Nc1ccccc1,-1,-10%,?,-13%,1%,-8
COc1ccc(C(=O)N2CCNC(=O)C2CC(=O)Nc2cc(Cl)ccc2OC)cc1 (stereo unspecified),-6,-3%,2%,-1%,6%,-4
CCOC(=O)CC1CCCCN1Cc1cn(C)nc1-c1ccc2c(c1)OCCO2 (stereo unspecified),-4,1%,-16%,16%,4%,-3
O=C1C(Cl)=C(N2CCCCC2)C(=O)N1Cc1ccccc1,4,-2%,?,6%,-1%,13
Cc1ccc(C(=O)N2CCSCC2)cc1,-2,5%,-22%,.,5%,-14
O=C(c1csc2c1CCCC2)N1CCN(c2ccccc2)CC1,-1,-2%,111%[activator],.,-2%,-1
CCN(CC)c1cnn(C/C(=N\OC)c2ccc(Cl)cc2)c(=O)c1Br,7,-2%,?,.,-21%,-18
Cc1ccc(Nc2nc(CSc3nnc(-c4cccs4)o3)cs2)cc1,48*,-20%,?,-24%,?,74*
O=C(CN1C(=O)CSC1=O)Nc1ccc(F)c(F)c1F,7,6%,24%,58%[activator],19%,-16
O=S(=O)(Nc1ccc(-c2cn3c(n2)SCC3)cc1)c1cccs1,14,1%,17%,8%,1%,64
CCN(CC)c1nc(C)c(C(=S)Nc2cc([N+](=O)[O-])ccc2Cl)s1,-1,-9%,?,14%,-24%,-5
Cc1cc(C(=O)NC2CCCC(C)C2C)c2ccccc2n1 (stereo unspecified),.,.,3%,?,-22%,.
CC(=O)CCc1oc2ccc(C)cc2c1Cc1ccccc1,14,5%,4%,-28%,17%,19
COC(=O)[C@@]1(C)CC[C@]2(C)CC[C@@]3(C)C(=CC(=O)C4[C@@]5(C)CC[C@H](O)C(C)(C)[C@@H]5CC[C@]43C)[C@H]2C1 (stereo partly specified),-3,8%,5%,53%[activator],12%,2
COc1ccccc1NC(=O)N1CCCC(c2nc3c(nnn3Cc3ccc(C)cc3)c(=O)[nH]2)C1 (stereo unspecified),-3,-1%,-6%,9.3µM*,-18%,-10
Cc1ccccc1NC(=O)Cc1nc(COC(=O)CNS(=O)(=O)c2cccc(Br)c2)cs1,-6,.,1%,4%,0%,-9
Cc1cc(C)c2c(N)c(C(=O)Nc3ccccc3F)sc2n1,34*,3%,46%[activator],141%[activator],?,41*
CCN(CC)CCn1c2c(c(SCC(=O)Nc3cc(C)cc(C)c3)nc1=O)CCC2,.,.,-2%,1%,5%,.
CCC(NC(=O)NC1=NCCS1)(C(F)(F)F)C(F)(F)F,-1,0%,0.21µM*,7%,-11%,-26
COc1ccccc1CC(=O)Nc1cccc(C)n1,1,0%,-4%,9%,-13%,-2
Fc1ccccc1CSc1nnc(Cn2cnc3ccccc32)n1-c1ccccc1,-2,8%,.,?,-8%,-5
CCOC(=O)c1sc(NC(=O)c2ccc3nc[nH]c3c2)nc1C,-3,4%,25%,50%[activator],?,32
O=C(NC(=S)Nc1cccc2cnccc12)c1ccccc1,4,?,-23%,-13%,-16%,14

# 12 compounds out of the list, arranged by number of heavy atoms, rising.
SMILES,Cycloheximide cs,Giardia FBPA inh,Pf growth 96h,Pf growth 48h,HCV inhibitor,Shiga inhibitor
Cc1ccc(C(=O)N2CCSCC2)cc1,-2,5%,-22%,.,5%,-14
Cc1ccc(C)c(NC(=O)Cc2nc(CCl)cs2)c1,-2,-7%,?,15µM*,-3%,4
O=C(CN1C(=O)CSC1=O)Nc1ccc(F)c(F)c1F,7,6%,24%,58%[activator],19%,-16
O=C1C(Cl)=C(N2CCCCC2)C(=O)N1Cc1ccccc1,4,-2%,?,6%,-1%,13
O=C1c2cccc3cccc(c23)C(=O)N1Nc1ccccc1,-1,-10%,?,-13%,1%,-8
O=S(=O)(Nc1ccc(-c2cn3c(n2)SCC3)cc1)c1cccs1,14,1%,17%,8%,1%,64
Cc1nc(C)c(C(=O)NNS(=O)(=O)c2ccc3ccccc3c2)s1,-1,0%,28%,8%,13µM*,-12
Cc1ccc(Nc2nc(CSc3nnc(-c4cccs4)o3)cs2)cc1,48*,-20%,?,-24%,?,74*
CCOC(=O)CC1CCCCN1Cc1cn(C)nc1-c1ccc2c(c1)OCCO2 (stereo unspecified),-4,1%,-16%,16%,4%,-3
CCN(CC)CCn1c2c(c(SCC(=O)Nc3cc(C)cc(C)c3)nc1=O)CCC2,.,.,-2%,1%,5%,.
Cc1ccccc1NC(=O)Cc1nc(COC(=O)CNS(=O)(=O)c2cccc(Br)c2)cs1,-6,.,1%,4%,0%,-9
COc1ccccc1NC(=O)N1CCCC(c2nc3c(nnn3Cc3ccc(C)cc3)c(=O)[nH]2)C1 (stereo unspecified),-3,-1%,-6%,9.3µM*,-18%,-10

# New compounds follow
SMILES,Cycloheximide cs,Giardia FBPA inh,Pf growth 96h,Pf growth 48h,HCV inhibitor,Shiga inhibitor
C[C@]12CC[C@@H]3[C@@H](CCC4=CC(=O)CC[C@@H]43)[C@@H]1CC[C@@H]2OC(=O)CCc1ccccc1,-1,0%,.,.,.,-6
CCOc1ccc2nc(N3CCC(C(=O)N4CCN(C5CCCCC5)CC4)CC3)sc2c1,48*,-1%,25%,22%,?,64*
O=C(Nc1cccnc1)c1ccc([N+](=O)[O-])cc1Cl,6,0%,69%[activator],7%,2%,12
Cc1ccc(-n2nnnc2SCC(=O)N2CCc3ccccc3C2)cc1,7,-24%,1%,-12%,?,-4
O=C(NC1CCCCCC1)C(=O)NC1CCCC1,8,1%,22%,12%,13%,25
Fc1ccc(-n2ncc3c(SCc4cccnc4)ncnc32)cc1,20*,3%,29%,-22%,?,23
CN(C)CC1CCCCC1OC(=O)c1ccc(Cl)c(Cl)c1 (stereo unspecified),-4,-8%,-13%,10%,-24%,-17
O=C(CCCOc1ccc(Cl)cc1Cl)NCc1ccccn1,6,3%,25%,20%,?,41
O=C(Cc1ccccc1)Nc1ccc(NC(=O)c2cccs2)cc1,15,4%,24%,-8%,15%,25
CC(C)c1cccc(C(C)C)c1NC(=O)CCl,-1,1%,?,?,2%,-6
CCOc1cc(CNCCO)cc(Br)c1OCc1ccc(Cl)cc1Cl,-10,15%,-21%,8.3µM*,?,-37
Cc1cc(=O)[nH]c(N/N=C/c2cccc(Br)c2)n1,15*,-20%,-19%,?,-1%,.
N#C/C(=C(/O)c1ccc(Cl)c([N+](=O)[O-])c1)c1nc2ccccc2[nH]1,1,2%,-2%,38%[activator],-11%,-1
CN(C)c1oc(-c2ccccc2[N+](=O)[O-])nc1C#N,-1,?,3%,-7%,28%,-1
CCCCc1cc(=O)oc2cc(C)cc(O)c12,17,0%,?,?,?,24
CCn1ncc(C2=NOC(C(=O)NCc3ccccc3)C2)c1C (stereo unspecified),0,1%,?,27%,-20%,11
COc1ccc(NC(=O)CSc2nc3ccccc3c(=O)n2C)cc1,-4,4%,1.9µM*,9.3µM*,?,.
CN(C(=O)COC(=O)CNS(=O)(=O)/C=C/c1ccccc1)C1CCS(=O)(=O)C1 (stereo unspecified),-3,-2%,10%,1%,16%,10
CCC1(C)Cc2c(sc3nc4n(c(=O)c23)CCS4)CO1 (stereo unspecified),-2,-2%,-3%[5.75 µM],11%,-8%,-8
COc1ccc(CNC(=O)COC(=O)c2[nH]c(C)c(C(C)=O)c2C)cc1OC,.,.,-25%,-10%,-27%,.
CN(C(=S)NC(=O)C1(C)CC1(Cl)Cl)c1ccccc1 (stereo unspecified),-1,-16%,?,.,3%,-13
O=C(NCc1cccnc1)NC1(C(F)(F)F)Oc2ccc(Cl)cc2O1 (stereo unspecified),-3,-29%,?,?,10µM*,11
CCc1cc(=O)[nH]c(SCC(=O)N2CCOCC2)n1,.,.,12%,-8%,20%,.
Cc1ccnc(SCc2cn3c(C)cccc3n2)n1,26*,-23%,-28%,-27%,-4%,59
CN(CCOc1ccccc1)C(=O)CCc1nc2sc3c(c2c(=O)[nH]1)CCCC3,9,.,?,-2%,-15%,7

# Some of the entries so far, field by field.
> Cc1ccc(C)c(NC(=O)Cc2nc(CCl)cs2)c1
- Cycloheximide cs = -2
- Giardia FBPA inh = -7%
- Pf growth 96h = ?
- Pf growth 48h = 15µM*
- HCV inhibitor = -3%
- Shiga inhibitor = 4

> Cc1nc(C)c(C(=O)NNS(=O)(=O)c2ccc3ccccc3c2)s1
- Cycloheximide cs = -1
- Giardia FBPA inh = 0%
- Pf growth 96h = 28%
- Pf growth 48h = 8%
- HCV inhibitor = 13µM*
- Shiga inhibitor = -12

# Following part
SMILES,Cycloheximide cs,Giardia FBPA inh,Pf growth 96h,Pf growth 48h,HCV inhibitor,Shiga inhibitor
O=C(Cc1ccc(Br)cc1)NCCN1CCOCC1,-13,1%,0%,6%[0.00184 µM],9%,-11
CSc1nc(C)c(Cl)c(C)c1C#N,-6,-3%,?,4%,18%,-10
COc1cccc(-c2nc(-c3ccccc3)no2)c1,37*,2%,?,271%[activator],-6%,63*
C/C(=N/NS(=O)(=O)c1ccc(C(C)(C)C)cc1)c1ccc2c(c1)OCO2,1,3%,62%[activator],54%[activator],9%,-3
CC1CCN(C(=O)CSc2nnc(-c3cccs3)o2)CC1,45*,18%,?,19%,-1%,63*
C=CCn1c(N2C(=O)CC(Cc3ccccc3)C2=O)nc2ccccc21 (stereo unspecified),-1,-6%,28%,?,23%,7
O=[N+]([O-])c1ccc(NC(=S)N2CCN(c3ccccc3)CC2)cc1,-1,-15%,16%,14%,12%,-4
Clc1ccc(C(c2ccccc2)N2CCNCC2)cc1 (stereo unspecified),-6,-3%,?,.,11µM*,-14
O=C(Nc1nccs1)c1cccc(NC(=O)C(F)(F)F)c1,18*,-3%,88%[activator],81%[activator],-1%,73*
COC(=O)c1ccc(C(=O)N2CCCC(N3CCN(c4ccccc4)CC3)C2)nc1 (stereo unspecified),5,.,1%,?,?,2
O=C(/C=C/c1ccco1)NCCCN1CCN(CCCNC(=O)/C=C/c2ccco2)CC1,9,2%,29%,-7%,-13%,0
COc1ccc(N(CC(=O)N2CCOCC2)S(C)(=O)=O)cc1OC,-4,6%,13µM*,-5%,2%,-3
CCC(=O)Nc1c(C(=O)N2CCCCCC2)cnn1-c1ccc(C)c(C)c1,0,4%,.,-22%,1%,-11
Cc1ccc(/C=C2\SC(=S)N(CCC(=O)Nc3cccnc3)C2=O)cc1,-1,6%,-11%,9%,?,-4
Cc1ccc(O)c(C(=O)c2cc(C#N)c(=O)n(CC3CCCO3)c2)c1 (stereo unspecified),-1,2%,?,?,-7%,-2
O=C(Nc1cccnc1)C1(c2ccc(Cl)cc2)CCCC1,-8,-2%,?,.,-18%,-47
O=C(CCc1nnc2ccc(NCc3ccccc3)nn12)N1CCC2(CC1)OCCO2,-2,.,5%,?,0%,-13
Cc1ccc(-n2nnnc2SCC(=O)NCCC2=CCCCC2)c(C)c1,2,-1%,.,-8%,-15%,13
CCn1nc(C(=O)NNC(=O)c2ccccc2)c2ccccc2c1=O,.,.,-16%,47%[activator],?,.
O=C(Nc1nnc(Cc2ccc(Cl)cc2)s1)c1cccs1,-1,3%,22%,33%[activator],5%,16
Cc1ccc(CNC(=O)CS(=O)Cc2nc(-c3ccccc3C)oc2C)cc1 (stereo unspecified),-4,6%,52%[activator],.,-9%,-13
COC(=O)/C(C#N)=C/c1c(N2CCN(C)CC2)nc2ccccn2c1=O,-8,0%,2%,-12%,-6%,-10
COCC(=O)Nc1ccccc1C(=O)Nc1ccc(OC)cc1,22*,-6%,24%,92%[activator],9%,51*

# High-throughput results deposited in PubChem BioAssay by National Center for Advancing Translational Sciences (NCATS).
